Apaf1 inhib – human Apaf-1 inhibition. O14727. reconstituted apoptosome caspase-3 activity, DEVD-Rh110 fluorescence. inhibition, % at 20 µM. actives 0.71% (n = 330,000); active = inhibition of at least 40% at 20 µM;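 also: plate controls were DMSO wells for no effect and DEVD-CHO caspase inhibitor wells for full effect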
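Material: cell-free apoptosome with Apaf-1, procaspase-3 and caspase-9; Buffer or medium: Hepes pH 7.5 with detergent and BSA; Reagent: cytochrome c trigger plus (Z-DEVD)2-Rh110 caspase-3 substrate; Times: compound with Apaf-1, dATP, procaspase-3 30 min, then 50 min reaction, room temperature; Technique: Rh110 fluorescence intensity.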
SENP8 block-1 – inhibitors of human SENP8 protease; recombinant SENP8, Nedd8 substrate fluorescence; Q96LD8; AID 602440; actives 0.64% (n = 360,000); inhibition, % at 20 µM; in the data active = inhibition mostly above about 40%, no sharp cut-off; inactive = mostly below about 27%
Target sequence (Q96LD8 whole entry, looked up): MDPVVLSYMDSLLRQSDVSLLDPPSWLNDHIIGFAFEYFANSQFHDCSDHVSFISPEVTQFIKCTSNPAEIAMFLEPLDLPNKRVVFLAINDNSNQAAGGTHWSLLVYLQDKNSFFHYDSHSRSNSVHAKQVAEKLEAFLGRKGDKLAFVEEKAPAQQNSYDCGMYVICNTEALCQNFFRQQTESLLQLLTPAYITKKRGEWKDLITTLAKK
HKDC1 inh – blocks human hexokinase HKDC1 activity; actives 0.16% (n = 340,000); inhibition, % at 20 µM; recombinant HKDC1, G6PDH/diaphorase resazurin coupled fluorescence; AID 493160;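 active = inhibition above about 35% when tested at 20 µM, limit read from the data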;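 also: plate controls were DMSO wells with enzyme for no effect and DMSO wells lacking enzyme for full effect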
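test system = in-house recombinant HK5 (HKDC1) enzyme | amount = HKDC1 at 5 µg/mL | control set = DMSO-enzyme wells negative, buffer-substituted wells positive | compound = one dose of 20 µM, 1% DMSO | schedule = reaction time 90 min, room temperature, protected from light | technique = resorufin fluorescence at 613 nm | reagent = glucose with 1 mM ATP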
SENP8 block-2 – blocks the human protease SENP8; AID 2540; actives 1.2% (n = 330,000); inhibition, % at 10 µM; purified SENP8, Z-RLRGG-aminoluciferin cleavage, luminescence; Q96LD8; in the data active = inhibition above about 50%
SENP6 block – blocks the human protease SENP6; Recombinant SENP6 catalytic domain, aminoluciferin luminescence; inhibition, % at 10 µM; actives 1.8% (n = 330,000); AID 2599;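 active = inhibition above about 50% at the single tested dose, limit read from the data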;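 also: plate controls were DMSO wells with enzyme for no effect and DMSO wells lacking enzyme for full effect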
PfG6PD inh – PfG6PD (Plasmodium falciparum) enzyme inhibition; PfGluPho enzyme, NADPH resazurin-diaphorase fluorescence; inhibition, % at 20 µM; actives 0.78% (n = 350,000); AID 504690;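 active = inhibition reaching at least a set limit at 20 µM in the primary screen, cut at about 59% in these data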;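 also: 0% = DMSO wells with substrate and 100% = DMSO wells lacking glucose-6-phosphate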
SENP1 inh – SENP1 (human) catalytic domain inhibition | Q9P0U3 | recombinant SENP1 catalytic domain, CyPet-SUMO1-YPet FRET cleavage | inhibition, % at 10 µM | AID 624204 | actives 0.21% (n = 360,000);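 active = inhibition at least 30% at 10 µM, raw YFP signal under a set limit, fluorescence ratio 0.5 to 1.5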;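 also: 0% = enzyme with DMSO and 100% = no enzyme wells; some results filed as inactive read as strong as hits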
Target sequence (Q9P0U3 419-644 limits assumed): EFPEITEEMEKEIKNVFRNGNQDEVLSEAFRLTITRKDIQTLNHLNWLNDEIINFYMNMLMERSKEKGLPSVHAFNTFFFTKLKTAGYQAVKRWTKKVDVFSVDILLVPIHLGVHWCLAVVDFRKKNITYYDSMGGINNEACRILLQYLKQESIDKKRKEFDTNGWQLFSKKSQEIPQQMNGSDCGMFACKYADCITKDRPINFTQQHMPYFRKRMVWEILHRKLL
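Test system: hSENP1 catalytic domain, recombinant; Amount: 20 pM final SENP1 enzyme; Medium: Tris pH 8 buffer plus EDTA, NaCl, BME, BSA, NP40, catalase; Schedule: 50 min enzyme reaction, room temperature, light-protected; Technique: FRET fluorescence in CFP and YFP emission channels; Controls: no-enzyme wells low, DMSO-plus-enzyme wells high control.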
NALP3 yeast inh – inhibitors of NALP3 inflammasome in yeast | Yeast reconstituted NLRP3/ASC/caspase-1, beta-gal luminescence, 24 h | inhibition, % at 10 µM | actives 0.39% (n = 330,000) | AID 2825;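 active = inhibition of 50% or more; inactive = inhibition below 50%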;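 also: plate controls were induced DMSO wells for no effect and uninduced yeast grown without galactose for full effect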
SENP7 inh – SENP7 protease inhibition | Q9BQF6 | recombinant SENP7, Z-RLRGG-aminoluciferin luminescence, 40 min | inhibition, % at 5 µM | actives 1.5% (n = 330,000) | AID 434973;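 active = inhibition above about 50% at the single test dose, limit read from the data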;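 also: plate controls were DMSO with enzyme for no effect and no enzyme buffer wells for full effect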
Target sequence (Q9BQF6 706-1050 limits assumed): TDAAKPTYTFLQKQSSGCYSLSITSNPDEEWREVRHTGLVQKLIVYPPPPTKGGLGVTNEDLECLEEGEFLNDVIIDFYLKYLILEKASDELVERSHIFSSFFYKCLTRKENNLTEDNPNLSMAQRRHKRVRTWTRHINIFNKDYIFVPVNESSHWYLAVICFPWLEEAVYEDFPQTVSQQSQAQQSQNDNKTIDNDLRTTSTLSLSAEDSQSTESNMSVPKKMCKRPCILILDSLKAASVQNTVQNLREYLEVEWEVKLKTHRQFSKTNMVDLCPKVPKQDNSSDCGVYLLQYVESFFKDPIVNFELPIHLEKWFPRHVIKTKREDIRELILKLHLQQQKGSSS
* = called active by the depositor. The order is random, and some 4.1% of all compounds hit somewhere here.

Results for CCOc1ccc(CCNC(=O)c2cc([N+](=O)[O-])ccc2N2CCOCC2)cc1OCC ?
Apaf1 inhib: 11; SENP8 block-1: 11; HKDC1 inh: 4; SENP8 block-2: -6; SENP6 block: 0; PfG6PD inh: -7; SENP1 inh: 3; NALP3 yeast inh: 20; SENP7 inh: -4

What do the screens show for `CCOc1cc(C2NC(=O)c3ccccc3O2)ccc1OC` (stereo unspecified)?
Apaf1 inhib: -8; SENP8 block-1: -94; HKDC1 inh: -6; SENP8 block-2: -8; SENP6 block: -11; PfG6PD inh: 4; SENP1 inh: -3; NALP3 yeast inh: 27; SENP7 inh: 14

Results for CCC(OC(=O)CCc1nc2ccccc2[nH]c1=O)C(=O)c1ccccc1 (stereo unspecified) ?
Apaf1 inhib: 12; SENP8 block-1: -49; HKDC1 inh: -4; SENP8 block-2: -11; SENP6 block: -13; PfG6PD inh: -1; SENP1 inh: -1; NALP3 yeast inh: 3; SENP7 inh: 8

Results for CCn1c2ccccc2c2cc(CN3CCN(S(C)(=O)=O)CC3)ccc21 ?
Apaf1 inhib: 14; SENP8 block-1: -13; HKDC1 inh: -2; SENP8 block-2: -2; SENP6 block: -4; PfG6PD inh: 14; SENP1 inh: 0; NALP3 yeast inh: 30; SENP7 inh: 7

How did CCc1ccc(CN2CCN(C(=O)c3cccc(OC)c3OC)CC2)cc1 do in these assays?
Apaf1 inhib: 14; SENP8 block-1: 21; HKDC1 inh: -1; SENP8 block-2: -14; SENP6 block: -15; PfG6PD inh: -10; SENP1 inh: -1; NALP3 yeast inh: 12; SENP7 inh: -6

How did CC1(c2nnc(Cc3ccccc3)o2)CC(c2ccccc2[N+](=O)[O-])=NO1 (stereo unspecified) do in these assays?
Apaf1 inhib: -1; SENP8 block-1: 8; HKDC1 inh: 9; SENP8 block-2: 11; SENP6 block: -2; PfG6PD inh: 6; SENP1 inh: 1; NALP3 yeast inh: 20; SENP7 inh: -5

What do the screens show for `CCc1cc(=O)oc2c(C)c(OC(C)C(=O)N3CC[C@@]4(O)CCCC[C@H]4C3)ccc12` (stereo partly specified)?
Apaf1 inhib: -1; SENP8 block-1: -41; HKDC1 inh: -6; SENP8 block-2: 5; SENP6 block: -3; PfG6PD inh: 8; SENP1 inh: -1; NALP3 yeast inh: 0; SENP7 inh: 0

Results for COc1cc(NC(=O)COC(=O)/C=C/c2c(C)nn(-c3ccc(F)cc3)c2Cl)cc(OC)c1 ?
Apaf1 inhib: 1; SENP8 block-1: 0; HKDC1 inh: -3; SENP8 block-2: -2; SENP6 block: -1; PfG6PD inh: 16; SENP1 inh: 0; NALP3 yeast inh: -7; SENP7 inh: 2

How did O=S(=O)(Nc1ccc(S(=O)(=O)Nc2ncccn2)cc1)c1ccc(Cl)cc1 do in these assays?
Apaf1 inhib: -1; SENP8 block-1: 4; HKDC1 inh: -1; SENP8 block-2: -7; SENP6 block: -11; PfG6PD inh: -3; SENP1 inh: 2; NALP3 yeast inh: 1; SENP7 inh: 0

Results for O=C(NCC1(N2CCCCC2)CCCCC1)c1ccc(NS(=O)(=O)c2ccccc2)cc1 ?
Apaf1 inhib: 2; SENP8 block-1: 10; HKDC1 inh: -4; SENP8 block-2: 8; SENP6 block: 10; PfG6PD inh: -2; SENP1 inh: 1; NALP3 yeast inh: 6; SENP7 inh: -6

How did COc1ccc(OCC(=O)N2CCN(C(=O)c3cccc4ccccc34)CC2)cc1 do in these assays?
Apaf1 inhib: 16; SENP8 block-1: 9; HKDC1 inh: 3; SENP8 block-2: -4; SENP6 block: -11; PfG6PD inh: 4; SENP1 inh: 0; NALP3 yeast inh: -6; SENP7 inh: 7

What do the screens show for `COC(=O)c1c(C)[nH]c(C(=O)/C=C/c2cccc(Cl)c2)c1C`?
Apaf1 inhib: 13; SENP8 block-1: 11; HKDC1 inh: 14; SENP8 block-2: -13; SENP6 block: -5; PfG6PD inh: 1; SENP1 inh: -5; NALP3 yeast inh: 23; SENP7 inh: -6

Results for COCC(=O)Nc1c(C(=O)N2CCCC2)oc2ccccc12 ?
Apaf1 inhib: -3; SENP8 block-1: 9; HKDC1 inh: -1; SENP8 block-2: -4; SENP6 block: 3; PfG6PD inh: -17; SENP1 inh: 3; NALP3 yeast inh: 11; SENP7 inh: 0

How did COc1ccc(-c2csc(N(CCCN(C)C)C(=O)c3ccccc3Cl)n2)cc1 do in these assays?
Apaf1 inhib: 4; SENP8 block-1: -4; HKDC1 inh: 11; SENP8 block-2: -6; SENP6 block: -3; PfG6PD inh: 23; SENP1 inh: 0; NALP3 yeast inh: 37; SENP7 inh: 6

How did CC1O[C@@H](O[C@H](C)CC[C@@H](C)O[C@H]2OC(C)[C@@H](O)C[C@H]2O)C(O)C[C@H]1O (stereo partly specified) do in these assays?
Apaf1 inhib: 1; SENP8 block-1: 6; HKDC1 inh: 0; SENP8 block-2: 3; SENP6 block: -10; PfG6PD inh: 3; SENP1 inh: 0; NALP3 yeast inh: -6; SENP7 inh: -8

How did O=C(Nc1cccc(S(=O)(=O)NC2=NCCC2)c1)c1ccccc1F do in these assays?
Apaf1 inhib: 4; SENP8 block-1: 0; HKDC1 inh: -2; SENP8 block-2: 2; SENP6 block: -11; PfG6PD inh: -7; SENP1 inh: 2; NALP3 yeast inh: 17; SENP7 inh: 9

What do the screens show for `COc1ccc(/C=C/C(=O)OCC(=O)Nc2cc(S(=O)(=O)N(C)C)ccc2Cl)cc1`?
Apaf1 inhib: 2; SENP8 block-1: 6; HKDC1 inh: -4; SENP8 block-2: -23; SENP6 block: -8; PfG6PD inh: 7; SENP1 inh: 1; NALP3 yeast inh: 31; SENP7 inh: 11

What do the screens show for `CC(=O)NCCc1nc2cc(NC(=O)c3cccs3)ccc2n1C`?
Apaf1 inhib: -2; SENP8 block-1: 11; HKDC1 inh: -8; SENP8 block-2: 2; SENP6 block: -12; PfG6PD inh: -1; SENP1 inh: 2; NALP3 yeast inh: 2; SENP7 inh: 10

Results for O=C(/C=C/c1ccccc1[N+](=O)[O-])OCC(=O)c1ccccc1 ?
Apaf1 inhib: -7; SENP8 block-1: 14; HKDC1 inh: -1; SENP8 block-2: -9; SENP6 block: -16; PfG6PD inh: 2; SENP1 inh: 0; NALP3 yeast inh: 16; SENP7 inh: -3

Results for O=C(NCCN1C(=O)S/C(=C\c2ccc(Cl)c(Cl)c2)C1=O)c1ccc2c(c1)C(=O)N(Cc1ccncc1)C2=O ?
Apaf1 inhib: 10; SENP8 block-1: 3; HKDC1 inh: -4; SENP8 block-2: -8; SENP6 block: -6; PfG6PD inh: 0; SENP1 inh: -9; NALP3 yeast inh: -8; SENP7 inh: -16

What do the screens show for `O=C(Cc1cccs1)NCc1ccccc1Br`?
Apaf1 inhib: 0; SENP8 block-1: 12; HKDC1 inh: -1; SENP8 block-2: -14; SENP6 block: 12; PfG6PD inh: -6; SENP1 inh: 3; NALP3 yeast inh: -6; SENP7 inh: -6

What do the screens show for `COCCCNC(=O)Cn1cnc2c(OCc3ccccc3)ncnc21`?
Apaf1 inhib: -11; SENP8 block-1: 10; HKDC1 inh: -6; SENP8 block-2: -3; SENP6 block: 17; PfG6PD inh: -6; SENP1 inh: 2; NALP3 yeast inh: 7; SENP7 inh: -3

How did NC(=O)COC(=O)c1ccc(S(=O)(=O)NCc2ccco2)cc1 do in these assays?
Apaf1 inhib: -9; SENP8 block-1: 14; HKDC1 inh: 3; SENP8 block-2: -7; SENP6 block: -19; PfG6PD inh: -9; SENP1 inh: 0; NALP3 yeast inh: 4; SENP7 inh: 12

What do the screens show for `Cc1nc(N)nc(N)c1Oc1ccc(Cl)cc1`?
SENP8 block-1: 0; HKDC1 inh: 1; PfG6PD inh: -9; SENP1 inh: 0

What do the screens show for `Cc1ccc(Cn2ccc(NC(=O)c3noc4c3CCCCC4)n2)cc1`?
Apaf1 inhib: 1; SENP8 block-1: 4; HKDC1 inh: -1; SENP8 block-2: -7; SENP6 block: 12; PfG6PD inh: 15; SENP1 inh: 1; NALP3 yeast inh: 21; SENP7 inh: 3

How did CCCCC(=O)NC1(C(F)(F)F)C(=O)N(Cc2ccco2)C(C)=C1C(=O)OC (stereo unspecified) do in these assays?
Apaf1 inhib: -9; SENP8 block-1: 8; HKDC1 inh: -4; SENP8 block-2: -8; SENP6 block: -10; PfG6PD inh: 4; SENP1 inh: 1; NALP3 yeast inh: 5; SENP7 inh: -10

What do the screens show for `O=C(CC1SC(N2CCOCC2)=NC1=O)Nc1cccc(C(F)(F)F)c1` (stereo unspecified)?
Apaf1 inhib: -6; SENP8 block-1: -3; HKDC1 inh: -1; SENP8 block-2: 10; SENP6 block: -2; PfG6PD inh: 6; SENP1 inh: 4; NALP3 yeast inh: -2; SENP7 inh: 0

What do the screens show for `CCC(C)NC(=O)C(NS(=O)(=O)c1ccc2c(c1)c(=O)n(C)c(=O)n2C)c1ccccc1` (stereo unspecified)?
Apaf1 inhib: 3; SENP8 block-1: 4; HKDC1 inh: -3; SENP8 block-2: 7; SENP6 block: 1; PfG6PD inh: 10; SENP1 inh: -3; NALP3 yeast inh: 2; SENP7 inh: -4

Results for COc1ccc(C2=NN(CCC(=O)NCc3ccc4c(c3)OCO4)C(=O)CC2)cc1 ?
Apaf1 inhib: 2; SENP8 block-1: 13; HKDC1 inh: -8; SENP8 block-2: -8; SENP6 block: -16; PfG6PD inh: -18; SENP1 inh: 1; NALP3 yeast inh: 10; SENP7 inh: 1

What do the screens show for `Cc1cnc(NC(=O)CSc2nnc3ncccn23)s1`?
Apaf1 inhib: -10; SENP8 block-1: 18; HKDC1 inh: -5; SENP8 block-2: 2; SENP6 block: -27; PfG6PD inh: 2; SENP1 inh: -3; NALP3 yeast inh: 1; SENP7 inh: 4

How did Fc1ccc(CNC(=S)Nc2ccccc2Cl)cc1 do in these assays?
Apaf1 inhib: 0; SENP8 block-1: 12; HKDC1 inh: -13; SENP8 block-2: 7; SENP6 block: 8; PfG6PD inh: 3; SENP1 inh: 0; NALP3 yeast inh: 10; SENP7 inh: 6

Structural class: the entries above containing two or more sulfur atoms (two)
How did O=S(=O)(Nc1ccc(S(=O)(=O)Nc2ncccn2)cc1)c1ccc(Cl)cc1 do in these assays?
Apaf1 inhib: -1; SENP8 block-1: 4; HKDC1 inh: -1; SENP8 block-2: -7; SENP6 block: -11; PfG6PD inh: -3; SENP1 inh: 2; NALP3 yeast inh: 1; SENP7 inh: 0

What do the screens show for `Cc1cnc(NC(=O)CSc2nnc3ncccn23)s1`?
Apaf1 inhib: -10; SENP8 block-1: 18; HKDC1 inh: -5; SENP8 block-2: 2; SENP6 block: -27; PfG6PD inh: 2; SENP1 inh: -3; NALP3 yeast inh: 1; SENP7 inh: 4
